Source: PubChem BioAssay (several laboratories)
Siah-1 displacement: Siah-1 peptide-binding antagonists, primary screen, biochemical, fluorescence polarization, rhodamine-plectin, uHTS (AID 1817). E3 ubiquitin-protein ligase SIAH1 (Homo sapiens). Siah-1 / rhodamine-plectin peptide fluorescence polarization; higher % means a stronger effect. one-dose displacement, % at 20 µM; IC50 in µM for titrated hits. 290,000 tested, 0.02% active;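 active means displacement of at least 50% at 20 µM, with a fluorescence ratio check between 0.3 and a set limit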;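 further: plate controls were Siah plus tracer with DMSO for no effect and tracer alone without Siah for full effect; strong numbers were not always called active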
ER stress rescue: rescue of cells from ER stress-induced death, primary screen, 384-well, CSM14.1, thapsigargin, ATP luminescence (AID 1222); one-dose cellular ATP content (survival), % at 20 µM; EC50 in µM for titrated hits; CSM14.1 thapsigargin-induced death rescue, ATP luminescence; higher % means a stronger effect; 190,000 tested, under 10 active;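 active means EC50 below 50 µM in the dose-response confirmation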;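 further: death triggered by thapsigargin at about 15 µM added after 2 h compound pretreatment; cell ATP read after overnight thapsigargin exposure of roughly 18 to 22 hours; normalized against plate controls of thapsigargin alone and 5% DMSO vehicle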
AID2073: inhibitors of Mint1-CaV2.2 protein interaction, biochemical, HTRF (AID 2073). Voltage-dependent N-type calcium channel subunit alpha-1B (Homo sapiens). HTRF protein-protein interaction, Mint1-CaV2.2; higher % means a stronger effect. inhibition, % at 20 µM; hits with a dose series show IC50 in µM. 290,000 tested, 0.19% active; in the data active means inhibition mostly above about 51%, no sharp cut-off; inconclusive means no clear call, values can overlap the other calls; inactive means mostly below about 53%; further: some results filed as inactive read as strong as hits
XIAP displacement: XIAP antagonists, biochemical, IAP family, fluorescence polarization (AID 1018). E3 ubiquitin-protein ligase XIAP (Homo sapiens). XIAP BIR domain, fluorescence polarization peptide displacement; higher % means a stronger effect. displacement, % at 20 µM; hits with a dose series show IC50 in µM. 200,000 tested, 0.007% active; in the data active means displacement above about 50%; further: a part of the inactive calls stands beside numbers as strong as those of hits
M17LAP inhibition: P. falciparum M17LAP inhibitors, primary screen, biochemical, fluorogenic H-Leu-NHMec substrate, 1536-well (AID 1619). Leucine aminopeptidase (Plasmodium falciparum (isolate 3D7)). recombinant M17LAP, H-Leu-NHMec fluorogenic kinetic assay; higher % means a stronger effect. inhibition, % at 30 µM; hits with a dose series show IC50 in µM. 220,000 tested, 0.38% active;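 active means compound inhibiting the enzyme by more than half at any dose during confirmatory dose-response retesting; inconclusive means strong single-dose inhibitors picked by rank but not retested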;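 further: plate controls were full reaction with DMSO carrier for no effect and no enzyme background for full effect; strong numbers were not always called active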
M1AAP inhibition: P. falciparum M1AAP inhibitors, biochemical, fluorogenic H-Leu-NHMec substrate, 1536-well (AID 1445) | Aminopeptidase N (Plasmodium falciparum (isolate 3D7)) | recombinant M1AAP, H-Leu-NHMec fluorogenic kinetic assay; higher % means a stronger effect | inhibition, % at 30 µM, or IC50 in µM where a hit was titrated | 220,000 tested, 0.42% active;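 active means primary inhibition above the hit cutoff, then over 50% inhibition at one or more dose response concentrations, cut at about 23% in these data, passing the limit was not always enough; inconclusive means conflicting primary data, or primary hits not chosen for dose response; inactive means low primary inhibition, or under 50% at every dose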;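 further: plate controls were DMSO full reaction for no effect and no enzyme background for full effect; strong numbers were not always called active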
Lipid droplet: inhibitors of hepatocyte lipid droplet formation, primary screen, imaging, high-throughput imaging, BODIPY stain | 240,000 tested, 0.4% active | AML12 mouse hepatocytes, oleate lipid droplets | inhibition, % at 6.5 µM;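 active means lipid droplet intensity inhibited by at least 50%, with more than 500 cells counted; inconclusive means wells with under 300 cells, treated as cytotoxic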
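Technique: fluorescence imaging, 20x objective, two fields per well / Assay system: AML12 hepatocytes (mouse) / Measure: % inhibition of lipid droplet signal / Doses: 6.5 µM single-point dosing / Incubation: overnight exposure / Reagent: 100 µM oleic acid challenge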
LYP inhibition: inhibitors of LYP phosphatase, biochemical, fluorescence intensity, uHTS (AID 1779) | Tyrosine-protein phosphatase non-receptor type 22 (Homo sapiens) | 290,000 tested, 0.054% active | one-dose inhibition, % at 11.5 µM; IC50 in µM for titrated hits | recombinant LYP phosphatase, fluorescence intensity; higher % means a stronger effect;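 further: plate controls were vehicle with enzyme for no effect and no enzyme for full effect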
NOD2 inhibition: NOD2 signaling inhibitors, cell-based, luminescence, uHTS, HEK293 (AID 1566); inhibition, % at 4 µM, or EC50 in µM where a hit was titrated; 290,000 tested, 0.63% active; HEK293 NOD2/NF-kB luciferase reporter, luminescence; higher % means a stronger effect; further: many of its hits are not listed in these tables
Lipid droplet cells 6.5 µM: further read-out of Lipid droplet, marked with its call; cell count; measured here: cell count, cytotoxicity flag;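 cells counted across two imaged fields per well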
* marks the source's active call; other numbers are inactive results; ? = inconclusive; nt = not tested or not shown. Unless noted, no stated cut-off is given here; in the data, active means inhibition above about 50%; inactive means the rest.

Structure,Siah-1 displacement,ER stress rescue,AID2073,XIAP displacement,M17LAP inhibition,M1AAP inhibition,Lipid droplet,Lipid droplet cells 6.5 µM,LYP inhibition,NOD2 inhibition
CCOc1ccc(/C=N/Nc2ccccn2)cc1OC,0%,-0.8%,0%,-11%,0%,4%,1,660,-3%,-57%
Cc1c(C(=O)O)oc2ccc(S(=O)(=O)N3CCC(C)CC3)cc12,-3%,-3.2%,7%,-3.5%,6%,-2%,-3,715,-15%,4%
O=C1CCCC(O)=C1N=Nc1c(Cl)cc(Cl)cc1Cl,28%,-1.8%,6%,-2.1%,17%,15%,28,664,-1%,15%
N#Cc1c(N2C(=O)C3C4C=CC(C4)C3C2=O)sc2c1CCC2 (stereo not drawn),-3%,-2.8%,1%,-5.2%,-2%,1%,2,722,-10%,18%
CC(=O)NC1N=C(C)N(c2ccccc2)C1=O (stereo not drawn),0%,-1.5%,12%,-6.5%,-15%,22%,-19,723,-6%,17%
Cn1cc(C(=O)N2CCc3ccccc3C2)c(=O)c2cc(S(=O)(=O)N3CCCCC3)ccc21,6%,-0.6%,0%,-2.6%,12%,12%,2,739,-4%,14%
O=C(O)c1cccc(N=NN2CCOCC2)c1,3%,0.8%,-3%,-2.6%,15%,3%,5,634,0%,-18%
O=C(CN1CCCC1)N1CCCc2c1c(=O)oc1ccc(OCc3ccccc3)cc21,1%,-0.3%,-2%,-6.0%,-9%,8%,nt,nt,-8%,11%
CNC(=O)/C(=C\c1cccc(Oc2ccccc2)c1)NC(=O)c1ccccc1,4%,0.9%,2%,-13%,-17%,7%,-1,663,-4%,2%
COc1cc(C)cc2oc(=O)c(CC(=O)N3CCN(C(=O)C4COc5ccccc5O4)CC3)c(C)c12 (stereo not drawn),6%,nt,32%,nt,nt,nt,-5,807,-12%,16%
CC(C)COC(=O)CCn1[nH]c(=O)c2ccccc2c1=O,2%,0.9%,8%,-4.2%,12%,8%,nt,nt,0%,2%
N#C/C(=C\c1ccc(N2CCOCC2)c([N+](=O)[O-])c1)c1nc2ccccc2[nH]1,-3%,-1.2%,9%,-5.6%,2%,5%,7,634,-3%,3%
O=C(NCCOC(=O)c1ccncc1)c1ccccc1,-7%,1.6%,0%,-4.2%,4%,8%,nt,nt,-4%,-14%
N#CC(c1ccccc1)c1ccc2c(C(F)(F)F)cc(C(F)(F)F)nc2n1 (stereo not drawn),4%,-0.4%,-5%,3.8%,-10%,1%,6,809,5%,13µM*
O=C(NC1=C(Nc2ccc(F)cc2)C(=O)c2ccccc2C1=O)c1ccc(Cl)cc1,-9%,-5.4%,-7%,-7.8%,0%,-3%,?,nt,-6%,-11%
COc1cc(C)c(CNC2CCCCC2)cc1C,9%,-0.3%,0%,-2.1%,5%,0%,-4,747,-2%,-24%
OCCC1CN(Cc2cc3c(cc2Cl)OCO3)CCN1C1CCCCC1 (stereo not drawn),2%,0.9%,8%,-3.0%,-7%,-4%,0,722,-8%,-8%
O=c1c2ccccc2nc(CSc2nnnn2-c2ccccc2)n1-c1ccccc1Cl,4%,-1.8%,-4%,-2.3%,6%,10%,-7,706,-4%,19%
Nc1ccc(N2CCN(c3ccccc3)CC2)c(F)c1,-2%,0.3%,-13%,-1.8%,1%,3%,-1,706,-8%,-71%
COc1ccc(-c2csc(COC(=O)C(C)(C)C)n2)cc1,5%,nt,8%,nt,0%,-3%,-2,726,-5%,8%
COc1ccc(S(N)(=O)=O)cc1-c1nnc2c3ccccc3c(C)nn12,3%,nt,6%,nt,nt,nt,0,859,-5%,-10%
Cc1ccc(NC(=O)CCCSc2ccccc2)cc1S(=O)(=O)N1CCOCC1,-1%,-0.4%,-9%,-5.5%,-2%,10%,-6,670,-4%,28%
CCOC(=O)/C(C#N)=C/c1cn(CCC(=O)O)nc1-c1cccc(Cl)c1,-7%,-0.6%,-5%,-7.5%,19%,7%,-12,626,1%,-8%
CCOCCCn1c(=N)c(S(=O)(=O)c2ccc(C)cc2)cc2c(=O)n3cc(C)ccc3nc21,-7%,nt,8%,nt,nt,nt,-15,826,-59%,-32%
CCCCNc1nc2sc3c(c2c(=O)n1-c1cccc(Cl)c1)CCN(C)C3,-4%,nt,4%,nt,-2%,6%,-7,585,-10%,23%
CCN1C(=O)[C@H]2[C@@H](c3ccc(Cl)cc3)N3C(=O)CN(Cc4ccccc4)C(=O)[C@@]3(C)[C@H]2C1=O,9%,nt,4%,nt,nt,nt,-2,813,-9%,-3%
C[C@@H]1NC(=O)[C@H](CCC(=O)O)NC(=O)c2cc([N+](=O)[O-])cc(F)c2NCCC[C@@H](C(N)=O)NC1=O,5%,3.9%,-4%,1.1%,24%,12%,-33,763,-6%,-6%
Cc1c(NC(=O)c2cc(-c3ccc(Cl)cc3)on2)c(=O)n(-c2ccccc2)n1C,10%,nt,2%,nt,nt,nt,-13,823,-7%,-6%
Cc1c(C(=O)OC/C(O)=C(\C#N)c2nc3ccccc3[nH]2)oc2ccc(Br)cc12,-10%,nt,23%,nt,6%,3%,-1,689,-3%,-21%
Cc1cc(=O)[nH]c(SCC(=O)c2ccc(F)c(C)c2)n1,3%,nt,5%,nt,nt,nt,2,790,-8%,-5%

Remaining list, next part.
Structure,Siah-1 displacement,ER stress rescue,AID2073,XIAP displacement,M17LAP inhibition,M1AAP inhibition,Lipid droplet,Lipid droplet cells 6.5 µM,LYP inhibition,NOD2 inhibition
COc1ccc(-n2ccnc2SCC(=O)Nc2ccc(OC)cc2OC)cc1,5%,-0.9%,-12%,0.0%,-5%,0%,nt,nt,-6%,-1%
O=C(CSc1nnc(-c2ccncc2)n1CC1CCCO1)NCc1ccccc1 (stereo not drawn),3%,-1.5%,26%,-2.5%,-5%,-1%,2,756,-1%,-2%
O=C(Nc1cccc(Cl)c1N1CCCCC1)c1ccc(N2CCOCC2)c([N+](=O)[O-])c1,0%,0.6%,25%,-58%,13%,2%,5,593,-7%,16%
COc1ccc(C(C(=O)NCC2CCCO2)N(C(=O)CNC(=O)c2cccs2)c2ccc(NC(C)=O)cc2)cc1OC (stereo not drawn),-3%,0.1%,9%,-1.9%,-1%,2%,2,746,2%,6%
CSc1nc2sc3c(c2c(=O)n1C)CCC(C)C3 (stereo not drawn),2%,-0.1%,13%,-0.6%,12%,7%,nt,nt,0%,-35%
CCC(C)N=C1SCC(C)(/C=N/O)S1 (stereo not drawn),2%,-1.5%,-7%,-0.2%,-3%,7%,8,708,-4%,21%
CCCCn1cnc(C(=O)OCC)c1N,2%,-3.4%,7%,0.1%,14%,3%,-12,601,-2%,10%
CCOC(=O)c1c(NC(=O)CSc2nnc(-c3cccnc3)o2)sc(C)c1C,9%,-0.6%,3%,-3.5%,1%,-2%,-6,784,2%,9%
COc1ccc(CNC(=O)COC(=O)[C@H](Cc2c[nH]c3ccccc23)NC(=O)c2cccs2)cc1,8%,3.5%,-1%,-6.8%,-4%,1%,27,659,-4%,18%
COc1ccc(Br)c(-c2nnc(CS(=O)(=O)c3ccccc3)o2)c1,9%,nt,12%,nt,nt,nt,-8,812,-2%,-41%
O=C(c1cccc(C(F)(F)F)c1)C1CCCN(C(=O)c2cc(C3CC3)[nH]n2)C1 (stereo not drawn),10%,nt,6%,nt,nt,nt,1,709,-6%,39%
COc1cc2ccccc2cc1C(=O)N/N=C/c1cccnc1,4%,nt,-3%,nt,nt,nt,-4,723,-9%,10%
COc1ccc(NC(=O)c2ccc(S(=O)(=O)N(C)C)cc2)cc1,3%,0.4%,9%,-5.3%,-4%,12%,-1,781,-6%,-14%
Cc1ccc(NC(=O)c2ccc(Cl)cc2[N+](=O)[O-])nc1,2%,-2.1%,3%,-4.4%,-17%,3%,13,643,-7%,-87%
Cc1nn2c(=S)[nH]nc2[nH]c1=O,5%,0.2%,33%,-6.6%,5%,0%,6,648,1%,-2%
N#CCn1cc(/C=N/NC(=O)c2cc3c(ccc4ccccc43)o2)c2ccccc21,-4%,nt,38%,nt,6%,6%,14,656,-2%,-70%
Cc1cc2nnc(SCC(=O)Nc3cccc(S(=O)(=O)N4CCOCC4)c3)n2c2ccccc12,5%,2.2%,6%,-14%,-9%,8%,-3,692,2%,19%
COc1ccc(N2CCN(Cc3nc4scc(-c5cccs5)c4c(=O)[nH]3)CC2)cc1,6%,nt,15%,-2.9%,6%,0%,6,711,6%,2%
CCCn1nnnc1NCc1ccc(Cl)cc1Cl,9%,1.2%,4%,-3.9%,-2%,0%,-2,684,-9%,8%
CCc1cc2ccc(OC)cc2nc1SCC(=O)NNC(=O)c1ccco1,0%,-0.4%,10%,-3.7%,3%,6%,14,750,1%,7%
Cn1c(=O)c2c(SCC(=O)NCCc3ccccc3)nc(C3CC3)nc2n(C)c1=O,13%,nt,5%,nt,0%,-4%,4,693,-2%,6%
CCn1c(SCC(=O)NCc2ccccc2)nnc1C(CO)NC(=O)c1ccccc1 (stereo not drawn),7%,nt,16%,nt,nt,nt,-17,647,-8%,-4%
C=CCN(C(=O)CCC(=O)Nc1cc(C)on1)C(C(=O)NC(C)(C)C)c1cccc(OC)c1OC (stereo not drawn),-2%,2.1%,8%,-5.3%,5%,-1%,nt,nt,-8%,24%
N/C(=N\OC(=O)c1ccccc1)c1ccccn1,0%,-5.2%,-11%,-12%,nt,nt,-8,746,-8%,-53%
Cc1ccc(C)c(NC(=O)c2ccc[n+](Cc3ccc([N+](=O)[O-])cc3)c2)c1,1%,2.3%,3%,-6.5%,2%,-3%,nt,nt,-5%,13%
Cc1cc([N+](=O)[O-])nn1CC(=O)NCc1ccccc1,4%,nt,-1%,nt,nt,nt,9,807,-7%,-3%

A portion of the library. The share of hits here may be higher or lower than overall.
